Source: PubChem BioAssay (several laboratories)
Exocytosis inh = lytic granule exocytosis inhibition. TALL-104 LAMP-1 surface exposure, flow cytometry; cells stimulated with thapsigargin and PMA. inhibition, % at 10 µM. actives 0.66% (n = 360,000). AID 651702;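 active means inhibition above about 55%, limit read from the data; inconclusive means no clear call, values can overlap the other calls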
ABHD5 PLIN5 PPI = inhibitors of human ABHD5-perilipin-5 interaction. actives 0.78% (n = 360,000). Split G. princeps luciferase complementation, luminescence, 4 h. Q00G26+Q8WTS1. AID 602281. inhibition, % at 4 µM;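 active means inhibition above the mean inhibition across every tested compound plus 3 SD, cut at about 22% in these data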;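 further: 0% = DMSO only wells and the 100% control is not disclosed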
Target sequence (Q00G26 whole entry, looked up): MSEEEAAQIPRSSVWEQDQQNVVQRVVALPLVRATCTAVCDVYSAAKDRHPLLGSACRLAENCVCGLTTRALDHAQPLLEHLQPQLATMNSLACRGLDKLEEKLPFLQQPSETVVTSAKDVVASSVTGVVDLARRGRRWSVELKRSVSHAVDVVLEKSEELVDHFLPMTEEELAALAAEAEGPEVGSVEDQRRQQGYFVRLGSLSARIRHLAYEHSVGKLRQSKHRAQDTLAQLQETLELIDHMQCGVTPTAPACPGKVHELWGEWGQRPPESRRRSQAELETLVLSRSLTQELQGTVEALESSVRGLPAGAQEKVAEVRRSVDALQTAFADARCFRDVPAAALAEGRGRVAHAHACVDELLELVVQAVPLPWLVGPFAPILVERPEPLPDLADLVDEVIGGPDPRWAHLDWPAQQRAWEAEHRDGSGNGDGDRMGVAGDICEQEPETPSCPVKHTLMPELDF
Target sequence (Q8WTS1 whole entry, looked up): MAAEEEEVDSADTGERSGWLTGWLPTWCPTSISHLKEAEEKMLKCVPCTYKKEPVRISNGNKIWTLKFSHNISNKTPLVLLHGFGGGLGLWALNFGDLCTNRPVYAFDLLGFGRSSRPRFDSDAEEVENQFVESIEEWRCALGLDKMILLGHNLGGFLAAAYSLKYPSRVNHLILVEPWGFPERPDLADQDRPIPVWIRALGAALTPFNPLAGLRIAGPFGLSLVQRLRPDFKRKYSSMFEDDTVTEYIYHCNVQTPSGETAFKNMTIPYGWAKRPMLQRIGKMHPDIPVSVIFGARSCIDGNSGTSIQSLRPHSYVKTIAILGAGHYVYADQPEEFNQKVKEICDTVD
MC4R antagonist = antagonists of human melanocortin 4 receptor (MC4R) | MC4R-expressing cells, MTII-stimulated cAMP, LANCE TR-FRET | actives 0.48% (n = 360,000) | inhibition, % at 6.5 µM;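 active means inhibition above its plate's cutoff, the mean of tested wells on that plate plus 3 SD, cut at about 29% in these data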;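 further: 0% = Melanotan II alone and 100% = Melanotan II plus saturating MCL0020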
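Assay system: U2OS cells stably expressing human melanocortin 4 receptor (MC4R) / Dosing: 6.5 µM / Timing: compound 30 min, challenge 1 h, detection 1 h / Measured by: Eu-cAMP/anti-cAMP TR-FRET, emission 671 nm / Replicates: singlicate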
ABCB6 inh 2 = human ABCB6 transporter inhibition; Q9NP58; K562-ABCB6 porphyrin accumulation, flow cytometry, 1 h; hits give low values; fluorescence ratio to DMSO, % at 10 µM; actives 0.19% (n = 360,000);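 active means fluorescence ratio to DMSO below 75%, the collection mean minus 3 SD; inconclusive means too few cells collected in the well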;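 further: signal is porphyrin accumulated inside mitochondria; 100% equals median channel fluorescence of DMSO control wells; lower ratio means ABCB6 inhibition with less porphyrin fluorescence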
Vif inh = blocks HIV Vif function. actives 0.35% (n = 340,000). inhibition, % at 7.49 µM. AID 602346. HEK293T cells, Vif self-association by quenched fluorescence, imaging, 24 h; in the data active means inhibition above about 50%, passing the limit was not always enough; inconclusive means no clear call, values can overlap the other calls; inactive means below about 31%; further: some results filed as inactive read as strong as hits
N-glyco inh = blocks N-linked glycosylation in D54 reporter cells | D54 ERlucT glycosylation luciferase reporter, 24 h; percent of 100 nM tunicamycin response | reporter increase, % at 12.5 µM | actives 0.23% (n = 360,000);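 active means mean luciferase reporter signal, scaled so untreated is 0 and the glycosylation-blocking control 100, at or above a set limit in every replicate; inconclusive means mean reaches the limit but not every replicate does; inactive means mean below the limit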;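 further: luciferase carries N-glycosylation sites so blocking glycosylation raises the light; 0% = median of neutral control wells and 100% = median of 100 nM tunicamycin wells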
TLR9-MyD88 block = blocks human TLR9 binding to MyD88. Q9NR96+Q99836. CHO BLA complementation TLR9-MyD88, CCF4 FRET ratio. actives 0.21% (n = 340,000). inhibition, % at 4.98 µM;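 active means inhibition above the mean over all tested compounds plus 3 SD, cut at about 21% in these data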;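 further: 0% = DMSO only wells and 100% = clavulanate BLA inhibitor control wells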
NOD2-RIPK2 inh = inhibitors of human NOD2-RIPK2 interaction | CHO BLA complementation NOD2-RIPK2, CCF4 ratio | inhibition, % at 4.98 µM | actives 0.38% (n = 360,000); in the data active means inhibition above about 21%;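 further: 0% = vehicle only and 100% = reference blocker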
MC4R barr agon = agonists of human melanocortin 4 receptor (MC4R) beta-arrestin | activation, % at 8.9 µM | actives 0.98% (n = 360,000) | AID 540308 | P32245 | U2OS MC4R beta-arrestin complementation, luminescence; percent of melanotan II response, DMSO zero;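 active means activation above a per-plate cutoff, the mean activation of sample wells on that plate plus 3 SD, cut at about 8% in these data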
aDG glyco act = alpha-DG glycosylation activation | Pro5-aDG cells, alpha-DG glycosylation AlphaScreen (IIH6); 0% Pro5, 100% B10-LARGE cell signal | activation, % at 10 µM | actives 0.22% (n = 360,000);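 active means activation of at least 8% versus controls, or a plate z-score of at least 8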;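 further: Pro5 are CHO cells carrying HIG-tagged alpha-DG that lacks glycosylation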
Numbers without * were called inactive; u = inconclusive; x = not tested or not shown; & = joins results of further samples. A portion of the library (hit frequency here may not be typical).

nr | Structure | Exocytosis inh | ABHD5 PLIN5 PPI | MC4R antagonist | ABCB6 inh 2 | Vif inh | N-glyco inh | TLR9-MyD88 block | NOD2-RIPK2 inh | MC4R barr agon | aDG glyco act
1 | Cc1ccc(C(=O)Nc2cccc(C(F)(F)F)c2)cc1Nc1cncnc1 | 0&6 | -3&12 | -16&8 | 97&93 | 1&-1 | -8&-5 | -12&2 | 0&-11 | -2.1&0.0 | 0.4&0.1
2 | COc1ccc(OCC(=O)Nc2ccccc2O)cc1 | 3 | 2 | -3 | 100 | 21 | -3 | -7 | -14 | -2.2 | -0.1
3 | CSc1sc(-c2ccnc(SCC(=O)C(C)(C)C)n2)c2c1C(=O)CC(C)(C)C2 | -4 | 23* | 4 | 96 | -6 | -6 | -10 | -5 | 2.6 | 0.0
4 | O=C(c1ccc(Cl)c(S(=O)(=O)N2CCCCC2)c1)N1CCN(Cc2ccccc2)CC1 | 1 | -10 | 0 | 85 | -23 | 29* | -13 | 1 | -2.1 | 0.2
5 | O=C(CSc1ncnc2nc[nH]c12)N1CCOCC1 | -6 | 3 | 11 | 108 | 4 | 2 | -3 | -11 | 0.3 | 0.0
6 | COc1ccc(-c2cc3ccc(OC)cc3cn2)cc1 | 0 | 6 | 2 | 97 | -5 | -21 | -10 | 1 | 4.2 | 0.2
7 | CCCNC(=O)c1ccccc1NC(=O)COc1ccc(OC)cc1 | -7 | -2 | 9 | 97 | -2 | -5 | 3 | -5 | 0.6 | 0.0
8 | CC(=O)c1cc2c(cc1NC(=O)C1CC1)OCO2 | -6 | -3 | -12 | 98 | u | 3 | -1 | 4 | 1.9 | 0.0
9 | CCCOc1nc(N)c(C#N)c(-c2ccccc2F)c1C#N | 3 | -1 | 3 | 102 | -4 | -3 | 1 | 17 | -0.3 | 0.1
10 | COC(=O)C1CCC(=O)N1C(c1ccc(OC)cc1)c1cc(OC)c(OC)c(OC)c1 (configuration not stated) | 8 | -4 | -12 | 100 | 8 | 8 | 2 | 12 | -1.2 | 0.5
11 | OC(COc1ccccc1)CN1CCN(c2ccccc2)CC1 (configuration not stated) | -1 | -10 | 4 | 103 | 5 | -1 | -4 | -9 | -0.8 | -0.2
12 | C=CCNc1nc(N)c([N+](=O)[O-])c(N2CCCCCC2)n1 | -21 | -23 | -2 | 92 | -11 | -1 | 4 | -3 | -1.4 | 0.0
13 | CCOC(=O)Cn1ncc(-c2ccccc2)c1N | 0 | 4 | -1 | 104 | 9 | 1 | 5 | -5 | -1.3 | -0.2
14 | COc1cccc(NC(=O)CN(C)C(=O)c2cccc(S(=O)(=O)Nc3ccc(C)cc3)c2)c1 | 2 | 3 | 0 | 89 | -2 | 1 | -3 | -8 | -1.6 | 0.5
15 | CCN(C(=O)C1CCN(S(=O)(=O)c2cccc3nonc23)CC1)c1ccccc1 | 1 | 1 | 1 | 99 | 2 | -4 | 7 | -7 | -1.3 | 0.1
16 | CCOC(=O)C1CCN(C(=O)CSc2ccc(Cl)cc2)CC1 | 3 | 4 | -1 | 90 | -15 | 1 | -2 | -7 | -2.4 | -0.1
17 | COc1ccc(/C(N)=N/OC(=O)c2cccc([N+](=O)[O-])c2C)cc1OC | 3 | 0 | 0 | 93 | -2 | 1 | 10 | 5 | -1.9 | -0.1
18 | Cc1cnc(CN2CCc3c([nH]c4ccccc34)C2CC(C)C)[nH]1 (configuration not stated) | 11 | 0 | 15 | 106 | -1 | -4 | 4 | -1 | 1.2 | -0.4
19 | Cc1ccccc1CNC(=O)CCc1ccccc1 | 0 | 3 | -8 | 101 | 15 | -1 | x | -8 | 1.8 | 0.1
20 | CC(=O)Nc1ccc(NC(=O)CS(=O)(=O)c2cn(CC(=O)N3CCCC3)c3ccccc23)cc1 | 2 | 3 | 13 | 100 | 6 | 0 | -9 | -6 | -1.4 | -0.3
21 | Cc1ccc(C)c(NC(=O)CCc2ccc(S(=O)(=O)NC3CCCCC3)cc2)c1 | -6 | -1 | -2 | 104 | -6 | -3 | -14 | -7 | -0.7 | 0.3
22 | COc1ccc(C(c2c(C)[nH]n(-c3ccccc3)c2=O)c2c(C)[nH]n(-c3ccccc3)c2=O)cc1OC | 0 | -3 | 2 | 98 | -4 | 3 | -5 | -12 | -1.8 | 0.3
23 | NC(N)=Nc1nc2ccccc2o1 | -3 | 4 | 8 | 90 | -7 | 1 | 1 | 1 | -2.2 | 0.0
24 | Cn1c(=O)c2c(nc(NCC3CCCO3)n2Cc2cccc(Br)c2)n(C)c1=O (configuration not stated) | -1 | -4 | -3 | 101 | -5 | 0 | 4 | 1 | -1.7 | -0.3
25 | CCn1c(C)cc(/C=C2/SC(=S)N(CC(=O)O)C2=O)c1C | 1 | -1 | -10 | 104 | -1 | -4 | 10 | 6 | -3.8 | -0.2
26 | C[C@@]12C(=O)Nc3cc(F)ccc3C(=O)N1[C@H]1c3cc(Br)ccc3OC[C@@H]1[C@@H]2c1ccccc1 | 8 | -5 | 1 | 98 | -3 | 13 | -10 | -8 | -0.3 | 0.0
27 | CC1=CC2=NC(=O)/C(=C\c3cccn3CCOc3ccccc3C)C(=N)N2O1 | 4 | 2 | 15 | 94 | -3 | -2 | 3 | -5 | 3.4 | 0.6
28 | Cc1cccc(C(=O)N2CCN(c3ccc(C(F)(F)F)cn3)CC2)c1C | -2 | -4 | -5 | 90 | -3 | -5 | 1 | 0 | -0.7 | 1.0
29 | Cn1cccc1Cc1nnc(SCC(=O)NC2CCCC2)n1CCc1ccccc1 | -1 | 4 | 4 | 99 | -1 | -1 | -2 | -5 | -1.8 | 0.0
30 | O=c1[nH]c(Cc2ccccc2)nc2ccccc12 | -3 | 2 | -3 | 100 | -8 | 4 | 7 | -4 | -3.1 | -0.1
31 | COc1ccc2oc(=O)c(C(=O)C[n+]3cccc(C)c3)cc2c1 | -2 | -2 | 0 | 101 | 26 | 2 | -2 | -7 | -1.6 | -0.2
32 | CCOc1cc(NC(=S)NCCCN2CCOCC2)c(OCC)cc1NC(=O)c1cccc(F)c1 | 0 | -2 | -1 | 102 | -7 | 1 | 6 | -7 | -0.7 | -0.2
33 | CCOc1cc(/C=C2\C(=N)N3N=C(N4CCCCC4)SC3=NC2=O)ccc1OC(=O)c1ccco1 | 0 | -18 | 23 | 97 | -3 | 0 | 1 | 6 | 1.2 | 1.7
34 | CC(=O)Nc1ccc(Nc2cc(C)nc3c(-c4ccc(Cl)cc4)cnn23)cc1 | -4 | 3 | 3 | 97 | 18 | -22 | -1 | -7 | -1.4 | 2.8
35 | O=S(=O)(c1ccc(SCc2ccccc2)nc1)N1CCCC1 | 18 | -1 | 2 | 93 | -12 | 1 | -4 | -2 | 2.1 | -0.1
36 | Cc1cccc(NC(=O)CCn2cnnn2)c1 | -1 | 2 | 2 | 105 | 2 | 1 | -8 | 16 | -0.1 | -0.2
37 | NC(=O)CCC(NS(=O)(=O)c1ccc(Cl)cc1)C(=O)NCc1ccc(Cl)cc1 (configuration not stated) | 8 | 6 | 8 | 99 | 12 | -1 | -1 | 8 | 0.1 | -0.2
38 | COCCNC(=O)C(c1ccc(C)o1)N(Cc1cccs1)C(=O)c1snc(C(N)=O)c1N (configuration not stated) | 0 | -14 | -4 | 101 | -7 | 1 | -4 | -22 | -0.3 | -0.2
39 | COc1cccc(-c2nc(CS(=O)(=O)CC(=O)NCCCc3ccccc3)c(C)o2)c1 | -1 | 6 | -1 | 98 | 3 | 0 | -9 | 6 | -0.9 | -0.2
40 | CCOC(=O)c1cnc2c(F)ccc(F)c2c1Sc1ccccc1 | 1 | 5 | 11 | 99 | 0 | 1 | 0 | -8 | 0.4 | -0.1
41 | Cc1ccc(C(=O)N2CCC3(CC2)Oc2ccc(F)cc2C(=O)C32CC(c3ccccc3)=NO2)s1 (configuration not stated) | -5 | -3 | 22 | 99 | 8 | -2 | -2 | 9 | -0.4 | 0.0
42 | CSc1ncccc1C(=O)Nc1nc2ccc(F)cc2s1 | 1 | -1 | 12 | 94 | -4 | -6 | -1 | 6 | -1.0 | 0.1
43 | O=C(Oc1ccccc1)c1ccc2nccnc2c1 | -1 | 3 | 5 | 94 | 0 | 2 | -7 | -10 | -3.2 | 0.3
44 | CC1CN(Cc2csc(-c3ccc(Cl)cc3)n2)CC(C)O1 (configuration not stated) | 2 | 3 | 0 | 95 | -18 | -3 | -7 | 6 | 0.1 | 0.4
45 | Cc1csc(NC(=O)c2cnc3ccccc3n2)n1 | -5 | -4 | -9 | 96 | -3 | -21 | 9 | -3 | 1.0 | -0.1
46 | CCN1CCN(c2ccc(NC(=O)c3cc4ccccc4cc3OC)cc2C)CC1 | -1 | 16 | 7 | 93 | 2 | -7 | -6 | 7 | 1.6 | 3.5
47 | COc1ccc2cc(C(=O)C3CCCN(C(=O)c4cc(=O)n(C)c(=O)n4C)C3)ccc2c1 (configuration not stated) | -1 | 5 | 3 | 91 | 4 | -2 | -4 | 1 | 0.6 | 0.6
48 | CCC(Oc1ccccc1)C(=O)Nc1ccc(S(=O)(=O)Nc2cnc3ccccc3n2)cc1 (configuration not stated) | 1 | 3 | 3 | 100 | 8 | -1 | -11 | -11 | 1.0 | -0.3
49 | CC(=O)Nc1c(Br)cc2c(c1Br)Cc1cc([N+](=O)[O-])ccc1-2 | 2 | -7 | 5 | 98 | -1 | -1 | 8 | 8 | -0.8 | 0.0
50 | Cc1ccc(S(=O)(=O)NCc2ccccc2)cc1C(=O)NCC(C)(C)N1CCOCC1 | -2 | 2 | -1 | 98 | 5 | -3 | -6 | 3 | -3.5 | 0.1
51 | CCOc1ccc(N(CC(=O)N/N=C/c2cc(Br)c(C)o2)S(C)(=O)=O)cc1 | 2 | 4 | -6 | 100 | 0 | 3 | 0 | -11 | -0.5 | -0.3
52 | COC(=O)c1ccc(NC(=O)c2ccc3nccnc3c2)cc1 | 6 | 7 | -1 | 94 | -4 | 0 | -10 | -1 | 0.6 | -0.1
53 | COc1ccc(CNC(=O)Cn2nc(C(F)(F)F)c3c2CCC3)cc1 | -3 | -1 | 3 | 93 | 4 | 1 | -6 | 5 | -0.8 | -0.1
54 | COCc1cc(C)nc(SCC(=O)Oc2ccc(Cl)cc2)c1C#N | 0 | 3 | 1 | 99 | 4 | 1 | -1 | -4 | -2.4 | 0.1
55 | CC1CC(C)CN(C(=O)c2ccc3c(=O)n(Cc4ccc5c(c4)OCO5)c(=S)[nH]c3c2)C1 (configuration not stated) | -1 | -1 | 5 | 98 | -5 | -3 | 8 | -8 | -2.8 | 0.7
56 | Cc1onc(-c2ccccc2Cl)c1C(=O)N1CCN(C(=O)c2ccco2)CC1 | -1 | 0 | 10 | 103 | 12 | 2 | 4 | -5 | -1.4 | 0.8
57 | CCC(=O)c1ccc(-c2ccccc2)cc1 | 8 | -8 | 2 | 93 | 2 | 0 | -4 | 4 | 0.6 | 0.0
